# PLK1 PBD block – qHTS for Inhibitors of PLK1-PDB (polo-like kinase 1 - polo-box domain): Primary Screen | Serine/threonine-protein kinase PLK1 (Homo sapiens), P53350 | Plk1 PBD binding of FITC phosphopeptide, fluorescence polarization | Potency, µM, without a hit: max response, negative = inhibition, most hits filed as inhibitors | 360,000 tested, 2.8% active | AID 720504, 2013; also: potency is read from the fitted curve at half-maximal effect; series mostly up to about 57 µM; % is scaled to controls: 0 for no effect and ±100 for the full control effect; nearly all actives have a fitted effect of over 65% in size
# Target sequence (P53350 whole entry, looked up, the tested form may be a part): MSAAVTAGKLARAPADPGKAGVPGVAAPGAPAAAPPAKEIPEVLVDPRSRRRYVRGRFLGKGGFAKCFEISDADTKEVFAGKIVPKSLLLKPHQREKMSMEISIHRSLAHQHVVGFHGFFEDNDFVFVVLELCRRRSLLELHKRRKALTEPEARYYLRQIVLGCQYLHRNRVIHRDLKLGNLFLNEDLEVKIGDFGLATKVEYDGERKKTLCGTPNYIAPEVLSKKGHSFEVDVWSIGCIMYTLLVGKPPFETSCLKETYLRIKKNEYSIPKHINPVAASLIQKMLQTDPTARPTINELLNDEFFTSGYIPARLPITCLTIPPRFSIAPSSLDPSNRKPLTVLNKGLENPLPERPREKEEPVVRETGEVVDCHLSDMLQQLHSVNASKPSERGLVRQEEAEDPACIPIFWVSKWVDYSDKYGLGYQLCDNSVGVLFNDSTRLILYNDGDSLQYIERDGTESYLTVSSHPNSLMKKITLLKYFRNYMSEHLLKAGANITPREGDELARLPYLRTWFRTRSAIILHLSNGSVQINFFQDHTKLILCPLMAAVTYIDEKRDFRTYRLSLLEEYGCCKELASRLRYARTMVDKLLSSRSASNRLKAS
# WRN helicase inh – qHTS for Inhibitors of WRN Helicase; WRN helicase unwinding, fluorescent forked duplex, kinetic; 360,000 tested, 0.46% active; Bifunctional 3'-5' exonuclease/ATP-dependent helicase WRN (Homo sapiens), Q14191; Potency, µM (top dose mostly 114 µM), for inactives: top-dose activity change, negative = inhibition, hits mostly inhibitors; also: potency is read from the fitted curve at half-maximal effect; % is scaled to controls: 0 for no effect and ±100 for the full control effect; nearly all actives have a fitted effect of over 55% in size
#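 Kinetic fluorescence helicase assay: unwinding of a quenched forked DNA duplex (100 nM final) with 2 mM ATP final raises red fluorescence (525/598 nm). Compounds sat 15 min at room temperature with 20 nM WRN beforehand.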
# D3 ag – qHTS of D3 Dopamine Receptor Agonist: qHTS. 410,000 tested, 0.58% active. AID 652048, 2013. max activation, %. D(3) dopamine receptor (Homo sapiens), P35462. D3R DiscoveRx beta-arrestin cells, luminescence, 90 min; in the data active = max activation above about 30%; also: 0% is about no effect; mostly tested at two doses, the higher about 12 µM
#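 Agonist mode: compounds and dopamine controls were applied to plated cells for 90 min at 37 degrees C after an overnight attachment at 1500 cells/well. Luminescent read-out followed 30 - 60 minutes at room temperature with DiscoveRx detection reagent.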
# DRD3 antagonist – qHTS of D3 Dopamine Receptor Antagonist: qHTS; max response, negative = inhibition, %; D(3) dopamine receptor (Homo sapiens), P35462; 360,000 tested, 2.5% active; D3R cells, DiscoveRx beta-arrestin luminescence, antagonist mode; stronger effect = lower value; in the data active = max response below about -50%; inconclusive = no clear call, values can overlap the other calls; also: % is scaled to controls: 0 for no effect and ±100 for the full control effect; mostly tested at two doses, the higher about 12 µM
#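 Cells expressing the human receptor were seeded at 1500 cells/well, incubated overnight at 37 degrees C in 5% CO2, then exposed to library compounds with dopamine controls for 90 minutes at 37 degrees C before luminescent detection.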
# GLP-1R inv ag – qHTS of GLP-1 Receptor Inverse Agonists (Inhibition Mode) | Glucagon-like peptide 1 receptor (Homo sapiens), P43220 | HEK293 GLP-1R CRE-luciferase, luminescence, 24 h; GLP-1R form is constitutively active | Potency, µM (series often up to 38.3 µM), without a hit: at the top dose activity change, negative = inhibition, hits mostly inhibitors | 410,000 tested, 1.6% active; also: potency is read from the fitted curve at half-maximal effect; % is scaled to controls: 0 for no effect and ±100 for the full control effect; nearly all actives have a fitted effect of over 55% in size
#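 Cells are plated, allowed 12 hours at 37 deg C, then treated with compounds for 24 hr before luciferase detection reagent is added and luminescence is read after 12 min at room temperature. The HEK293 line carries constitutively active GLP-1R with a cAMP-responsive reporter.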
# IL2 activator – qHTS of IL-2 Activators | IL-2 activation reporter assay, cell-based qHTS; stimulated with anti-CD3/CD4/CD28 beads; in transgenic mouse T cells | activation, % (series mostly up to about 46 µM) | 360,000 tested, 0.065% active | AID 652025, 2013; in the data active = activation above about 50%; inconclusive = mostly about 30% to 49%; also: 0% is about no effect
#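 Quantitative HTS in unstimulated transgenic mouse T cells, with memory T cells as non-tolerant control and PMA/ionomycin as tolerance-bypass control. Compound pretreatment lasted 60 minutes before 18 h bead stimulation; EGFP/DsRed fluorescence read.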
# HEK293 tox – qHTS of GLP-1 Receptor Inverse Agonists: Cytotox Screen; HEK293 cAMP-luciferase reporter cells, luminescence, 24 h; Potency, µM (highest dose often 38.3 µM), for inactives: at the highest dose activity change, negative = inhibition, actives largely listed as inhibitors; AID 624418, 2012; 410,000 tested, 0.13% active;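 also: loss of luciferase light is scored as toxicity; potency is read from the fitted curve at half-maximal effect; % is scaled to controls: 0 for no effect and ±100 for the full control effect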
#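 Luminescence readout: signal drop marks cytotoxicity. Plated cells grew 12 h at 37 °C, 5% CO2, received 23 nL compound for 24 h, then got luciferase reagent, read after 12 min at RT.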
# PI5P4Ka inh – qHTS for Inhibitors of phosphatidylinositol 5-phosphate 4-kinase (PI5P4K); Phosphatidylinositol 5-phosphate 4-kinase type-2 alpha (Homo sapiens), P48426; PI5P4Kalpha enzyme, ADP-Glo luminescence, 60 min; stronger effect = lower value; max response, %; 330,000 tested, 1.2% active; AID 652105, 2013; active = max response of -50% or lower; inconclusive = between -30% and -50%; inactive = -30% or higher; also: value at the top dose of about 77 µM; % is scaled to controls: 0 for no effect and ±100 for the full control effect
# Target sequence (P48426 whole entry, looked up): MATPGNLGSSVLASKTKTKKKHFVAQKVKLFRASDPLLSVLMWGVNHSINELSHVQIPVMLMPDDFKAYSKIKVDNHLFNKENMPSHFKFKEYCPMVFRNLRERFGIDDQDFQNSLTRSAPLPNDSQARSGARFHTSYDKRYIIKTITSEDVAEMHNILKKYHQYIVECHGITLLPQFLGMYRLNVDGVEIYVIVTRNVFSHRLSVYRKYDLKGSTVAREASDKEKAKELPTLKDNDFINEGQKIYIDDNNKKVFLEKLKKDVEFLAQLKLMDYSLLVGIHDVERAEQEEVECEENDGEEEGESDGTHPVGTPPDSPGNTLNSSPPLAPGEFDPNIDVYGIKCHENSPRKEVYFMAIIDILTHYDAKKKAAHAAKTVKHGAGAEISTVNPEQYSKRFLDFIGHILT
#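 Human PI5P4Kalpha with substrate in 0.038 M HEPES pH 7.4, 0.28 mM EGTA, 0.1% CHAPS, 5% DMSO; reaction started with 5 microM ATP (final), 60 min at room temperature. ADP formed read by ADP-Glo luminescence.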
# GLP-1R agonist – qHTS of GLP-1 Receptor Agonists. HEK293 GLP-1R CRE-luciferase, luminescence, 4-6 h; cells express a hypersensitive GLP-1R form. Potency, µM (doses to about 45.6 µM), for inactives: at the highest dose activation, most hits filed as activators. AID 624172, 2012. 380,000 tested, 0.007% active; also: potency is read from the fitted curve at half-maximal effect; % of control where 0% means no effect
# An asterisk follows results filed as active; ? = inconclusive; . = no result given; & = joins results of further samples; [ ] = dose if it differs, or a comment. Unless noted, calls follow the shape of the dose curve; as a rule, active = well fitted curve in the direction sought with a large enough effect; inconclusive = small, poorly fitted or top-dose-only effect, or another doubt; inactive = no such curve, though single readings can be large; an effect the other way counts as inactive or inconclusive.
SMILES,PLK1 PBD block,WRN helicase inh,D3 ag,DRD3 antagonist,GLP-1R inv ag,IL2 activator,HEK293 tox,PI5P4Ka inh,GLP-1R agonist
CC(=O)Nc1ccc(NC(=O)CCC(=O)NCCO)cc1,-21%,-6%,1,-14,47%[activator],2.2,-6%,.,-12%
COc1ccc(CCNC(=O)C2CCN(C(=O)c3ccc(OC)c(OC)c3)CC2)cc1,-16%,3%,-33,-9,-3%,-5.3,10%,2,3%
CN1C2=C(C(=O)CC(C)(C)C2)C(c2cccs2)C2=C1CC(C)(C)CC2=O,-2%,0%,4,7,0%,-0.6,242%[activator],-19,1%
O=C(Nc1ccc2c(c1)OCO2)c1ccc(=O)[nH]n1,0%,-3%,6,20,12%,-0.6,4%,-20,2%
N#C/C=C(/N)N1CCN(c2ccc(Cl)c(Cl)c2)CC1,-10%,-26%[57.1 µM],0,28,-15%,-2.7,2%,0,-4%
CCn1c(SCC(=O)c2ccc(Cl)cc2)nnc1C(C)C,?,-6%,-9,-6,5%,-0.7,-5%,2,1%
CC(=O)Nc1ccc(S(=O)(=O)N(CC(=O)Nc2cc(C)on2)Cc2ccc(F)cc2)cc1,-3%,-8%,1,17,3%,0.4,4%,1,0%
Cc1ccc(N(C(=O)c2csnn2)C(C(=O)NC2CCCC2)c2ccncc2)c(C)c1 (stereo unspecified),-12%,5%,-6,-2,7%,0.9,0%,0,6%
O=C(N/N=C/c1ccncc1)c1sc2ccccc2c1Cl,6%,-5%,-2,-4,5%,-0.6,-11%,4,-3%
COC(=O)[C@]1(Cc2ccccc2)N[C@H](CN(C)C(=O)Nc2ccc(OC)cc2)[C@@H]2C(=O)N(Cc3ccccc3)C(=O)[C@@H]21,-24%,1%,-22,0,-14%,-0.7,-13%,-4,-3%
COc1ccc(CNC(=O)c2cc(=O)c3cc(C)c(C)cc3o2)cc1,-10%,-3%,-1,-1,-8%,-0.4,10%,-7,4%
C=CCN(c1ccccc1OC)S(=O)(=O)c1cccc(C(=O)OCC(=O)N2CC(C)OC(C)C2)c1 (stereo unspecified),-6%,-11%,0,12,-17%,-3.8,27%,0,3%
Cn1c(SCC(=O)NCc2ccc3c(c2)OCO3)ncc(C(=O)Nc2ccc(F)cc2)c1=O,-2%,-5%,4,24,-13%,0.9,5%,-10,-9%
O=C(c1nc2ccccn2c1CNCCCn1nnc2ccccc21)N1CCOCC1,-1%,4%,6,22,2%,-1.2,6%,-6,3%
Cc1ccc(C2(c3ccccc3)NC(=O)N(CC(=O)NC3CCCCC3)C2=O)cc1C (stereo unspecified),0%,3%,-10,1,?,-0.4,-25%,2,-23%
COc1ccc(S(=O)(=O)N2CCC(C(=O)N3CCCCC3)CC2)cc1,-1%,9%,-27,0,6%,0.0,-5%,5,6%
Cc1ccc(C(=O)OCC(=O)Nc2c(Cl)cc(S(N)(=O)=O)cc2Cl)o1,-12%,-4%[11.6 µM],1,-7,6%,-0.8,0%,-8,3%
O=C1c2ccccc2C(=O)N1CCCN1C(=O)c2ccccc2C1=O,2%,8%,8,28,36%[activator],-0.4,-2%,4,3%
Cc1ccccc1Nc1nc(N)nc(COC(=O)[C@@H](NC(=O)c2ccco2)C(C)C)n1,1%,6%,11,40,6%,0.0,-3%,0,23%
COc1ccc(C(=O)OCC(=O)Nc2ccc([N+](=O)[O-])cc2OC)c(O)c1,-1%,2%,14,35,1%,-4.2,-2%,-2,9%
O=C(Nc1ccc(N2CCOCC2)cc1)c1csc([C@H]2C[C@H](O)[C@@H](CO)O2)n1,-14%,2%,-22,-10,-3%,3.2,1%,2,-4%
O=C(Nn1c(Cc2ccccc2)nc2ccccc2c1=O)c1c(O)c2cccc3c2n(c1=O)CCC3,-11%,-4%,6,-8,-14%,-0.3,2%,10,-6%
CCC(C)(C)NC(=O)C(NS(=O)(=O)c1cccs1)c1ccccc1 (stereo unspecified),-16%,-2%,-10&-6,-7,-28%&-10%,-2.2,-20%&-10%,2,-3%&3%
Cc1ccc(NS(=O)(=O)c2c(C)[nH]c(C)c2C(=O)N2CCCCC2)cc1Cl,-18%,3%,-15,?,?,-2.6,-12%,2,6%
CC1(C)CC(=O)C2=C(C1)N(c1ncn[nH]1)C(N)=C(C#N)C2c1ccccc1 (stereo unspecified),2%,-5%,-4,-17,3%,1.3,-8%,-2,0%
CC(C)[C@H](NC(N)=O)C(=O)Nc1ccc2c(c1)CCC2,-9%,4%,5,20,-20%,4.2,-9%,-1,-4%
COc1cc(C(c2nnnn2C(C)(C)C)N2CCN(c3nc4ccccc4s3)CC2)ccc1O (stereo unspecified),-24%,-16%,6,-21,8%,1.4,-5%,-6,0%
CC(NC(=O)c1ccc(F)cc1Cl)C1CC2CCC1C2 (stereo unspecified),-4%,-24%,-9,-9,?,-2.8,12%,4,14%
CN(C)C(=O)CN1C(=O)NC2(CCCc3ccccc32)C1=O (stereo unspecified),-14%,6%,-5,-13,-5%,-2.4,7%,-1,5%
C/C(Cl)=C/Cn1c(SCCN2CCOCC2)nc2c1c(=O)[nH]c(=O)n2C,-4%,9%,5,16,23%,-0.2,-14%,-8,0%
COc1ccccc1CCC(=O)Nc1cccc(S(=O)(=O)N2CCCC2)c1,-4%,-32%,-17,-9,?,-4.1,-7%,6,-6%
O=[N+]([O-])c1ccc(CN2CCN(c3ncccn3)CC2)cc1,-3%,2%,9,-23,-9%,-0.6,-4%,1,-1%
COc1ccc(C(=O)N2CCN(Cc3ccc4c(c3)OCO4)CC2)cc1[N+](=O)[O-],0%,0%,-4,2,-16%,-0.1,-9%,0,8%
Cc1[nH]c2ccccc2c1C1=CC(=O)C=CC1=O,3.4µM*,56µM*,-13,?,?,-0.6,?,-97*,0%
CCc1cccc(NC(=S)Nc2cccc3ccccc23)c1,-17%,16%,-4,-14,?,0.1,?,-2,21%
CCOc1cc(N2CCOCC2)c(OCC)cc1NC(=O)c1ccc(-n2ccnc2)c([N+](=O)[O-])c1,3%,6%,22,57,6%,0.6,-25%,-2,18%
O=C(CN1C(=O)NC2(CCCCCCC2)C1=O)N1CCN(C(=O)c2ccco2)CC1,-24%,?,1,7,4%,-3.0,65%[activator],-14,7%
Fc1ccc(N2CCN(c3ncnc4nc[nH]c34)CC2)cc1,0%,3%,16,39,48%[activator],-1.9,4%,2,-4%
CCc1ccc(OC)c(S(=O)(=O)NCc2cccs2)c1,-6%,-3%,-3,0,?,-0.7,1%,2,0%
Cc1ccc(NC(=O)/C(=C/c2cccc([N+](=O)[O-])c2)NC(=O)C2CCCCC2)c(C)c1,0%,0%,7,5,9%,-1.8,11%,.,-3%

# No new results follow: 2 of the compounds above.
SMILES,PLK1 PBD block,WRN helicase inh,D3 ag,DRD3 antagonist,GLP-1R inv ag,IL2 activator,HEK293 tox,PI5P4Ka inh,GLP-1R agonist
CCc1ccc(OC)c(S(=O)(=O)NCc2cccs2)c1,-6%,-3%,-3,0,?,-0.7,1%,2,0%
Cc1ccc(NC(=O)/C(=C/c2cccc([N+](=O)[O-])c2)NC(=O)C2CCCCC2)c(C)c1,0%,0%,7,5,9%,-1.8,11%,.,-3%

# The main list resumes, repeating the seven entries before the break.
SMILES,PLK1 PBD block,WRN helicase inh,D3 ag,DRD3 antagonist,GLP-1R inv ag,IL2 activator,HEK293 tox,PI5P4Ka inh,GLP-1R agonist
Cc1[nH]c2ccccc2c1C1=CC(=O)C=CC1=O,3.4µM*,56µM*,-13,?,?,-0.6,?,-97*,0%
CCc1cccc(NC(=S)Nc2cccc3ccccc23)c1,-17%,16%,-4,-14,?,0.1,?,-2,21%
CCOc1cc(N2CCOCC2)c(OCC)cc1NC(=O)c1ccc(-n2ccnc2)c([N+](=O)[O-])c1,3%,6%,22,57,6%,0.6,-25%,-2,18%
O=C(CN1C(=O)NC2(CCCCCCC2)C1=O)N1CCN(C(=O)c2ccco2)CC1,-24%,?,1,7,4%,-3.0,65%[activator],-14,7%
Fc1ccc(N2CCN(c3ncnc4nc[nH]c34)CC2)cc1,0%,3%,16,39,48%[activator],-1.9,4%,2,-4%
CCc1ccc(OC)c(S(=O)(=O)NCc2cccs2)c1,-6%,-3%,-3,0,?,-0.7,1%,2,0%
Cc1ccc(NC(=O)/C(=C/c2cccc([N+](=O)[O-])c2)NC(=O)C2CCCCC2)c(C)c1,0%,0%,7,5,9%,-1.8,11%,.,-3%
CCOC(=O)N1CCN(C(c2ccnc3ccccc23)c2nnnn2-c2c(C)cccc2C)CC1 (stereo unspecified),6%,-5%,-2,-7,-21%,-1.1,17%,2,6%
Cc1ccc(OCC(=O)Nc2cccc(S(=O)(=O)N3CCCCCC3)c2)cc1C,4%,-11%,3,-6,?,-1.5,4%,-4,15%
COc1cccc2[nH]c(C(=O)NCc3ccccc3)cc12,-6%,2%,-24,-14,?,-4.6,16%,2,5%
CCOC(=O)c1ccccc1NC(=O)CSc1nnnn1C,-4%,-1%,-3,?,12%,-0.1,49%[activator],5,-1%
COc1cc([N+](=O)[O-])ccc1NC(=S)N1CCOCC1,?,12%,-2,-10,9%,-0.2,-2%,1,-5%
